ATG4B inh = inhibitors of human ATG4B cysteine protease. inhibition, % at 8.33 µM. ATG4B cleavage of LC3-PLA2, NBD-HPC fluorescence, 1 h. Q9Y4P1. actives 0.51% (n = 340,000); in the data active = inhibition above about 40%
Target sequence (Q9Y4P1 whole entry, looked up): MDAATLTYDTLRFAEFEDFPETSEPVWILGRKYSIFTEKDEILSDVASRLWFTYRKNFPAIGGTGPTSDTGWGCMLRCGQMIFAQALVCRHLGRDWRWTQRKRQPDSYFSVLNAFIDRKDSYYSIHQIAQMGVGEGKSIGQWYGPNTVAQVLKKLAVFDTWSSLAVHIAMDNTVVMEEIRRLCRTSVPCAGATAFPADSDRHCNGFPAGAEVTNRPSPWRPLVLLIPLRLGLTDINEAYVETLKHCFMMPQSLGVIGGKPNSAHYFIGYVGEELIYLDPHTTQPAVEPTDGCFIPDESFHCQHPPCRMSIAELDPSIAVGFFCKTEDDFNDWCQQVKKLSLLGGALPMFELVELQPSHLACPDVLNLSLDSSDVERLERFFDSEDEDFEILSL
NLRP3 yeast inh = blocks the NALP3 inflammasome reconstituted in yeast; Yeast reconstituted NLRP3/ASC/caspase-1, beta-gal luminescence, 24 h; inhibition, % at 10 µM; actives 0.39% (n = 330,000);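 active = inhibition of 50% or more; inactive = inhibition below 50%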;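 also: plate controls were induced DMSO wells for no effect and uninduced yeast grown without galactose for full effect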
TIM10 inh = inhibits growth of TIM10 yeast strain; inhibition, % at 10 µM; actives 1.4% (n = 330,000); S. cerevisiae TIM10 strain growth, BacTiter-Glo luminescence, 24 h;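 active = inhibition of 40% or more at the single tested concentration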;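 also: wild-type TIM10 isogenic control strain grown at permissive 25 °C; 0% = DMSO yeast wells and 100% = minimal medium wells without yeast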
mIAP activ = mouse IAP activation | actives 0.24% (n = 330,000) | muIAP, CDP-Star luminescence, 30 min; stronger effect = higher value; 1 = vehicle-only enzyme signal, 0 = enzyme-free wells | activation factor at 10 µM;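 active = activation factor of at least 2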; also: the source names both 10 and 20 µM as test concentration; values of inactives mirror those of a sister screen read the other way
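Assay system: mouse IAP enzyme; reagent: chemiluminescent substrate CDP-Star; dosing: test compounds delivered from DMSO solution; schedule: 30 min at room temperature; measured by: luminescence from enzymatic CDP-Star hydrolysis; controls: DMSO-only wells and no-enzyme negative control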
hIAP act = human IAP activation; actives 0.16% (n = 330,000); activation factor at 10 µM; purified human IAP, CDP-Star luminescence, 30 min; stronger effect = higher value; 1 = vehicle-only enzyme, 0 = enzyme-free background;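 active = activation factor of the enzyme at least 2-fold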; also: the source names both 10 and 20 µM as test concentration; values of inactives mirror those of a sister screen read the other way
Target sequence (P09923 whole entry, looked up): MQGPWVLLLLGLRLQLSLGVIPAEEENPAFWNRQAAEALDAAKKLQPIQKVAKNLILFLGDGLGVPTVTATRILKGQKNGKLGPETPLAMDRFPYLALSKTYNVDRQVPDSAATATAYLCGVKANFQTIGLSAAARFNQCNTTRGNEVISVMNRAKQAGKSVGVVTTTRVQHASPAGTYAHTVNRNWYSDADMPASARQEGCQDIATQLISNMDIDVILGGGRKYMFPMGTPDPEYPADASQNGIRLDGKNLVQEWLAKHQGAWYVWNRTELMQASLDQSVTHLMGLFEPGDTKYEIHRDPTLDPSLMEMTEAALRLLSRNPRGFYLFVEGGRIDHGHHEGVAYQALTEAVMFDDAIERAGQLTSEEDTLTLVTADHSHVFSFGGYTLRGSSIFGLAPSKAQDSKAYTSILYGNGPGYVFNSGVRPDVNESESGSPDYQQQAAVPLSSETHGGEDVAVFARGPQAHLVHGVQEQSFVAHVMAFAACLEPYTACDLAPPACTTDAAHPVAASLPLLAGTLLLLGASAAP
mIAP inh = blocks mouse intestinal alkaline phosphatase; actives 0.2% (n = 330,000); purified mouse IAP, CDP-Star luminescence, 30 min; inhibition, % at 10 µM;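 active = inhibition of at least 40% at 10 µM in the primary screen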;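 also: plate controls were DMSO with enzyme for no effect and no enzyme wells for full effect; values of inactives mirror those of a sister screen read the other way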
hIAP inh = blocks human intestinal alkaline phosphatase. P09923. purified IAP, CDP-Star luminescence, 30 min. inhibition, % at 10 µM. actives 0.12% (n = 330,000). AID 2544;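 active = inhibition reaching a set limit with compound at 10 µM in the primary screen, cut at about 35% in these data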;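 also: plate controls were DMSO wells with enzyme for no effect and no-enzyme buffer wells for full effect; values of inactives mirror those of a sister screen read the other way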
Apaf1 inhib = inhibitors of human Apaf-1 apoptosome; O14727; reconstituted apoptosome caspase-3 activity, DEVD-Rh110 fluorescence; inhibition, % at 20 µM; actives 0.71% (n = 330,000); AID 489030; active = inhibition of at least 40% at 20 µM;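 also: plate controls were DMSO wells for no effect and DEVD-CHO caspase inhibitor wells for full effect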
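detection = Rh110 fluorescence intensity | test system = biochemical Apaf-1 apoptosome reconstitution | also added = cytochrome c and DEVD-Rh110 substrate | schedule = 30 min plus 50 min, RT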
tim10-1 inh = inhibits growth of tim10-1 mutant yeast; inhibition, % at 20 µM; S. cerevisiae tim10-1 ts strain growth, BacTiter-Glo, 24 h; actives 2.2% (n = 330,000); AID 463190;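 active = inhibition of at least 40%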;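 also: mutant grown at 25 °C; 0% = DMSO wells with yeast and 100% = wells holding no yeast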
* hit, by the source's call.

SMILES	ATG4B inh	NLRP3 yeast inh	TIM10 inh	mIAP activ	hIAP act	mIAP inh	hIAP inh	Apaf1 inhib	tim10-1 inh
Cc1ccc(C(=O)N2CCCC(C(=O)Nc3cccc(-c4ccc(F)cc4)c3)C2)cn1 (stereo not given)	-8	7	0	1.2	1.3	-19	-32	12	11
CC(=O)c1cc(Cl)ccc1OC(=O)c1ccco1	3	1	2	1.1	1.1	-6	-6	-5	1
CSCC(=O)N1CCCC(N2CCN(c3cccc(C(F)(F)F)c3)CC2)C1 (stereo not given)	-1	8	3	0.97	0.91	2	10	0	-3
O=C(Nc1ccc(F)cc1)C1CCN(S(=O)(=O)c2ccc3[nH]c(=O)oc3c2)CC1	1	6	74*	1	0.92	-4	8	5	-8
Cc1cc(C)n(-c2ccc([N+](=O)[O-])cc2-c2nn[nH]n2)n1	3	16	2	0.94	0.97	6	3	0	8
CNC(=O)CSc1nnc(-c2ccco2)n1-c1cc(C)ccc1C	-2	13	2	0.99	0.91	1	10	-13	0
Cc1ccc(Nc2ccc(C(N)=O)cc2[N+](=O)[O-])cc1	67*	10	23	0.87	1	13	-1	0	25
COc1cccc(OCC(O)CN2CCN(CCO)CC2)c1 (stereo not given)	3	-11	1	1.1	1	-5	-3	-5	6
CN(C)CCNc1nc(-c2ccccc2)nnc1C(F)(F)F	-1	14	9	1.1	1.3	-9	-32	0	-17
COC(=O)c1ccc(C2NC(=O)c3c(sc(C)c3C)N2)cc1 (stereo not given)	6	-2	-6	1	1.3	0	-29	3	-2
COc1ccc(-c2nsc3c(N4CCCCC4)ncnc23)cc1	-7	17	10	0.9	0.91	10	9	10	14
O=S(=O)(NC1CCCC1)c1cccc(-c2nnc(-c3ccccc3)o2)c1	-8	-41	22	0.91	0.86	10	14	0	28
O=C(Cn1c(=O)oc2ccccc21)N1CCCCC1	-2	14	9	0.92	1.1	8	-9	4	7
COc1ccc(C2C(C(C)=O)=C(Nc3ccccc3)CC(C)(O)C2C(C)=O)cc1OC (stereo not given)	-5	15	15	1.1	0.91	-6	10	13	25
Cc1ccc(S(=O)(=O)N2CCN(C(=O)COC(=O)c3ccc(Cl)nc3)CC2)c(C)c1	3	21	-10	0.95	0.94	5	6	0	-2

Record cards (already shown). Screens in order: ATG4B inh | NLRP3 yeast inh | TIM10 inh | mIAP activ | hIAP act | mIAP inh | hIAP inh | Apaf1 inhib | tim10-1 inh
`Cc1ccc(Nc2ccc(C(N)=O)cc2[N+](=O)[O-])cc1` reads 67* | 10 | 23 | 0.87 | 1 | 13 | -1 | 0 | 25
`CN(C)CCNc1nc(-c2ccccc2)nnc1C(F)(F)F` reads -1 | 14 | 9 | 1.1 | 1.3 | -9 | -32 | 0 | -17

The listing picks up, repeating the 4 entries before the break.
SMILES	ATG4B inh	NLRP3 yeast inh	TIM10 inh	mIAP activ	hIAP act	mIAP inh	hIAP inh	Apaf1 inhib	tim10-1 inh
O=S(=O)(NC1CCCC1)c1cccc(-c2nnc(-c3ccccc3)o2)c1	-8	-41	22	0.91	0.86	10	14	0	28
O=C(Cn1c(=O)oc2ccccc21)N1CCCCC1	-2	14	9	0.92	1.1	8	-9	4	7
COc1ccc(C2C(C(C)=O)=C(Nc3ccccc3)CC(C)(O)C2C(C)=O)cc1OC (stereo not given)	-5	15	15	1.1	0.91	-6	10	13	25
Cc1ccc(S(=O)(=O)N2CCN(C(=O)COC(=O)c3ccc(Cl)nc3)CC2)c(C)c1	3	21	-10	0.95	0.94	5	6	0	-2
Cc1nc2c(C(=O)NCc3ccc(F)cc3)c[nH]n2c(=O)c1Cl	24	-4	-5	0.95	0.97	5	3	3	22
COc1ccc(C)cc1NCc1ccc(OC)c(C)c1OC	-4	15	4	0.98	1	2	0	14	9
O=C(OCc1ccco1)c1ccc(S(=O)(=O)N2CCCCC2)cc1	-1	-8	2	0.93	1.1	7	-6	14	20
COc1ccc(S(=O)(=O)NCc2cccnc2)cc1C(=O)NC1CCCCC1	-4	3	-4	0.95	1.1	5	-13	-8	-9
CCC(=O)N(Cc1cc(=O)[nH]c2ccccc12)c1ccc(C)cc1C	-2	2	3	0.98	1.1	2	-8	2	13
Cc1cc(C(=O)N/N=C/c2sc(N3CCOCC3)nc2-c2ccccc2)c(C)o1	-15	18	21	1	1	-2	0	6	32
CN(C(=O)COC(=O)c1nc(Cl)ccc1Cl)C1CCS(=O)(=O)C1 (stereo not given)	1	13	5	0.95	1	5	-3	1	11
CCOc1ccc(-c2nnn(CC(=O)Nc3cc(OC)ccc3OC)n2)cc1OCC	-2	11	12	1.1	1.1	-6	-14	-32	0
O=c1[nH]n(-c2cccc3cccnc23)c(=O)c2ccccc12	-5	13	13	0.93	0.88	7	12	3	12
CC(=O)NC1=NN(C(C)=O)C(c2ccco2)S1 (stereo not given)	-4	11	5	1	0.96	0	4	-23	2
Cc1nn(C2CCS(=O)(=O)C2)c(Cl)c1/C=C/C(=O)OCC(N)=O (stereo not given)	7	12	0	1	0.76	-2	24	-20	-15
O=C(CNC(=O)c1cccs1)NC1=NCCS1	8	6	11	1.1	1.1	-6	-15	-23	8
CCCCNC(=S)N(Cc1c(C)noc1C)c1ccccc1	12	-14	25	1	0.87	-3	13	-3	20
CCc1[nH]c(=O)c(C#N)c2c1CSC(C)(C)C2	-1	0	-4	0.95	1.1	5	-11	0	6
Cc1cccc(-c2cccc(NC(=O)C3CCCN(C(=O)c4ocnc4C)C3)c2)c1 (stereo not given)	19	18	10	1.3	1	-28	0	23	15
CCc1ccc2[nH]c(=O)c(CN(Cc3ccccc3)Cc3nnnn3Cc3ccco3)cc2c1	13	11	17	0.91	0.88	9	12	34	8
CCN(CC)S(=O)(=O)N1CCC(C(=O)NCc2ccco2)CC1	6	21	5	0.93	1	7	-2	-4	6
NS(=O)(=O)c1cccc(NC(=O)CSc2nc3ccc(Cl)cc3[nH]2)c1	-14	-10	-18	0.68	1.2	32	-15	-7	-2
Cc1ccc(C)c(N2N=C(C(=O)Nc3ccccc3N3CCCC3)CCC2=O)c1	-2	7	15	0.96	0.95	4	5	35	33
CC(=O)c1ccc(-c2ccc([C@H]3[C@H]4C=CC[C@@H](C)[C@@H]4C(=O)N3Cc3ccccc3)c(F)c2)cc1	-1	12	6	0.96	0.86	4	14	18	20
CCOC(=O)c1c(C)[nH]c(C)c1C(=O)CN1C(=O)NC2(CCC(C)CC2)C1=O (stereo not given)	-1	-1	7	0.99	1.1	1	-7	-2	-7
Cc1c(CCC(=O)NCC(=O)O)c(=O)oc2cc3occ(-c4ccccc4)c3cc12	3	4	-14	1.1	1.1	-5	-12	7	15
Cn1nc(N2CCN(S(=O)(=O)c3ccccc3)CC2)c(=O)n(C)c1=O	2	4	7	0.92	0.96	8	4	-8	11
COC(=O)[C@H]1C[C@@H]1[C@H](NS(=O)(=O)c1ccccc1)c1ccccc1	2	2	2	1	0.95	-5	5	-4	11
Cc1cc(C)nc(N(C#N)Cc2cccc3ccccc23)n1	-8	14	6	1.1	1	-7	-2	22	48*
CC(=O)Nc1ccc(N/C(=N\S(=O)(=O)c2ccccc2)c2ccccc2)cc1	-7	6	3	1	0.82	0	18	-15	10
CCN1CCc2c(sc(NC(=O)c3ccc(S(=O)(=O)N4CCCCCC4)cc3)c2C(=O)NC)C1	-6	27	2	0.93	1	7	0	16	7
COC(=O)c1ccc(NC(=O)COc2ccc(S(=O)(=O)N3CCCCC3)cc2)cc1	-8	-1	2	1.1	0.93	-10	7	-3	25
CCC(C(=O)n1cccc1C#N)c1ccccc1C (stereo not given)	5	2	5	1	0.79	-4	22	0	0
COc1ccc(S(=O)(=O)N(CC(=O)N2CCCC2)Cc2ccccc2)cc1	-1	3	23	0.95	0.97	5	3	-2	24
O=C(CNCc1ccco1)Nc1cc(S(=O)(=O)N2CCOCC2)ccc1N1CCOCC1	-2	17	-4	1.1	1.1	-5	-10	5	6
C=C(C)C(=O)N1CC2(CC(c3cccc(NC(=O)CC)c3)=NO2)C[C@H]1C(N)=O (stereo not given in full)	8	4	1	1	1.1	-2	-11	9	3
CCOC(=O)C1CCN(C(=O)CN(c2cc(Cl)ccc2OC)S(=O)(=O)c2ccccc2)CC1	5	17	-3	1.1	0.93	-8	7	15	23
CCC(=O)N1N=C(c2cccs2)CC1c1ccc(C)cc1 (stereo not given)	-1	-3	14	1	1.2	0	-17	22	34
CCOC(=O)CNC(=O)N1CCCC(C(=O)c2cc(C)c(OC)c(C)c2)C1 (stereo not given)	3	5	-12	1	1.2	-1	-17	-4	-15
COc1cc2c(cc1OC)CN(CC(=O)Nc1ccc(C)cc1)CC2	0	34	-1	1	0.89	0	11	-11	1
COc1ccc2oc(=O)c(-c3ccccc3C(=O)N3CCOCC3)cc2c1	-1	-5	-7	1.1	0.99	-7	1	12	12
COC(=O)N/N=C\c1ccc(-c2cc(Cl)c(Cl)cc2Cl)o1	-6	24	-18	0.87	1.2	13	-20	4	10
O=C(NCCc1c[nH]c2ccccc12)/C(=C/c1cccnc1)NC(=O)c1ccccc1	-9	13	-2	0.98	1.1	2	-6	14	20
O=C(O)C1C2C=CC(C2)C1C(=O)Nc1ccc(Cl)c(Cl)c1 (stereo not given)	0	18	-11	0.96	1.2	4	-21	-3	-10
CCN(CC(=O)N1CCCCC1)S(=O)(=O)c1ccccc1	-6	22	16	0.96	1.1	4	-11	0	7
COc1ccc(OCC(O)CNS(=O)(=O)c2cccs2)cc1 (stereo not given)	-1	22	-12	1	1.1	-2	-14	1	17
COc1ccc2cc(S(=O)(=O)N3CCCC(C)C3)ccc2c1 (stereo not given)	9	25	14	0.97	1	3	-1	16	-5
CC1CCCCN1c1nnc(NC(=O)c2cc(-c3ccc(Br)cc3)on2)s1 (stereo not given)	6	8	20	1.1	1.2	-6	-24	23	27

Some entries already given, limited to NLRP3 yeast inh, hIAP inh and hIAP act.
Compound	NLRP3 yeast inh	hIAP inh	hIAP act
COC(=O)N/N=C\c1ccc(-c2cc(Cl)c(Cl)cc2Cl)o1	24	-20	1.2
O=C(NCCc1c[nH]c2ccccc12)/C(=C/c1cccnc1)NC(=O)c1ccccc1	13	-6	1.1

From PubChem
